# PfGluPho inh = PfG6PD (Plasmodium falciparum) enzyme inhibition | AID 504690 | 0.78% of 350,000 active | PfGluPho enzyme, NADPH resazurin-diaphorase fluorescence | inhibition, % at 20 µM;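 active = inhibition reaching at least a set limit at 20 µM in the primary screen, cut at about 59% in these data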;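 also: 0% = DMSO wells with substrate and 100% = DMSO wells lacking glucose-6-phosphate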
# SENP7 inh = blocks the human protease SENP7 | Q9BQF6 | recombinant SENP7, Z-RLRGG-aminoluciferin luminescence, 40 min | inhibition, % at 5 µM | 1.5% of 330,000 active | AID 434973;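 active = inhibition above about 50% at the single test dose, limit read from the data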;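 also: plate controls were DMSO with enzyme for no effect and no enzyme buffer wells for full effect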
# Target sequence (Q9BQF6 706-1050 limits assumed): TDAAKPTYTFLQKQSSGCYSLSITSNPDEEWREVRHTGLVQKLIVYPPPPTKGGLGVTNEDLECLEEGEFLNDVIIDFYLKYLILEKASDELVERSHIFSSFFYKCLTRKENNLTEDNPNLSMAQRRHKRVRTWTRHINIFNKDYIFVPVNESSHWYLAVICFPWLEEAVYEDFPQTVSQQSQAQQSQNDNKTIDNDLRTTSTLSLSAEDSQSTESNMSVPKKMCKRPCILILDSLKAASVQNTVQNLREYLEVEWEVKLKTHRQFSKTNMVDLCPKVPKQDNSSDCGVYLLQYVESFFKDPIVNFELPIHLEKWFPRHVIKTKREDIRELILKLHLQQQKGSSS
# SENP6 block = inhibitors of human SENP6 protease; Q9GZR1; Recombinant SENP6 catalytic domain, aminoluciferin luminescence; inhibition, % at 10 µM; 1.8% of 330,000 active; AID 2599;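 active = inhibition above about 50% at the single tested dose, limit read from the data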;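 also: plate controls were DMSO wells with enzyme for no effect and DMSO wells lacking enzyme for full effect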
# SENP8 inh = blocks human SENP8 cleavage of Nedd8 substrate. inhibition, % at 20 µM. recombinant SENP8, Nedd8 substrate fluorescence. 0.64% of 360,000 active; in the data active = inhibition mostly above about 40%, no sharp cut-off; inactive = mostly below about 27%
# Target sequence (Q96LD8 whole entry, looked up): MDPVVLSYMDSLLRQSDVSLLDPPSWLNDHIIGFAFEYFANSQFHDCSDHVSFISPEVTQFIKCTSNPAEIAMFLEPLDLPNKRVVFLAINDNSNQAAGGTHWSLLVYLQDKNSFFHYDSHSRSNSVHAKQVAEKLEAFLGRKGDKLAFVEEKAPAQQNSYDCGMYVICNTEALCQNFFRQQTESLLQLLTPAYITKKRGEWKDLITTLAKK
# NR3A LBD binder = modulators (binders) of human NR3A ligand-binding domain; NR3A LBD differential scanning fluorimetry, Tm shift; 0% = protein alone, 100% = glycine-bound protein; Tm shift relative to glycine control, % at 25 µM; 2.5% of 340,000 active;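 active = melting temperature shift of at least 10% of the positive control shift, at one fixed dose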
# HKDC1 inhibitor = blocks human hexokinase HKDC1 activity; 0.16% of 340,000 active; inhibition, % at 20 µM; Q2TB90; recombinant HKDC1, G6PDH/diaphorase resazurin coupled fluorescence;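 active = inhibition above about 35% when tested at 20 µM, limit read from the data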;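 also: plate controls were DMSO wells with enzyme for no effect and DMSO wells lacking enzyme for full effect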
#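 Material – in-house recombinant HK5 (HKDC1) enzyme · Quantity – HKDC1 at 5 µg/mL · Buffer or medium – pH 8.0 Tris buffer with 10 mM MgCl2 · Reagent – glucose with 1 mM ATP · Dosing – single 20 µM dose · Times – reaction time 90 min, room temperature, protected from light · Technique – resorufin fluorescence at 613 nm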
# ATG4B inhibitor = inhibitors of human ATG4B cysteine protease; Q9Y4P1; ATG4B cleavage of LC3-PLA2, NBD-HPC fluorescence, 1 h; inhibition, % at 8.33 µM; 0.51% of 340,000 active; in the data active = inhibition above about 40%
# Target sequence (Q9Y4P1 whole entry, looked up): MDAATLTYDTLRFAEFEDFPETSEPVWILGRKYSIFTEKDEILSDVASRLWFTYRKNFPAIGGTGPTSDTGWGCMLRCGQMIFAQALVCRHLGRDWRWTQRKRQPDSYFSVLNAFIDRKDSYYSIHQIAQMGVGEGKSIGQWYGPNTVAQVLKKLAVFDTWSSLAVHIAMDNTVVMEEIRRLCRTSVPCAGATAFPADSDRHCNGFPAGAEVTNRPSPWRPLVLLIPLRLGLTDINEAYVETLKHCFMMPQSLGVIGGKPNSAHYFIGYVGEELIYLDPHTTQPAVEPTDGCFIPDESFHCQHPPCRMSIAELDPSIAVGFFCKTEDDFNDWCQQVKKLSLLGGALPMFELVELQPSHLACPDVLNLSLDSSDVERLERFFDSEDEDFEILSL
# MPTP block = blocks calcium-induced mitochondrial swelling | 1.4% of 360,000 active | inhibition, % at 10 µM | isolated mouse mitochondria, Ca2+ swelling absorbance, 30 min;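 active = inhibition of 50% or more, scaled per plate between neutral and stimulator controls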;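 also: 0% = DMSO wells given calcium and 100% = 1 mM EGTA wells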
# An asterisk follows results filed as active; / = no result given.
# Each structure is followed by: PfGluPho inh	SENP7 inh	SENP6 block	SENP8 inh	NR3A LBD binder	HKDC1 inhibitor	ATG4B inhibitor	MPTP block
> COc1c(S(=O)(=O)Nc2cccnc2)ccc(Cl)c1Cl
→ -21	-4	-6	13	-2	-6	8	2.9
> COc1ccccc1CN(Cc1nc2ccccc2c(=O)[nH]1)C(=O)Nc1ccccc1
→ 15	6	-4	1	-1	0	-12	0.6
> O=[N+]([O-])c1ccc(CN2CCOCCOCCN(Cc3ccc([N+](=O)[O-])cc3)CCOCC2)cc1
→ 62*	6	-3	19	0	-2	-3	1.4
> COc1ccc(-c2oc(=O)c3cc(OC)c(OC)cc3c2/C=C/c2ccc(F)cc2)cc1
→ 13	0	-17	-466	-1	1	-9	0.6
> O=C(C1=C(O)C(=O)N(CCN2CCOCC2)C1c1ccc(Br)cc1)c1cc2ccccc2o1 (stereo unspecified)
→ -34	8	-5	-63	-3	5	-16	-0.9
> CCC(C)(C)NC(=O)C(c1ccco1)N(C(=O)c1csnn1)c1cccc(F)c1 (stereo unspecified)
→ -9	3	-11	37	1	-5	1	-0.4
> O=C(NCc1cccnc1)NC1(c2ccccc2)CC1
→ -14	10	8	4	-2	-5	-4	-0.6
> Cc1cc(C)cc(NC(=O)N2CCC(c3nc4ccccc4o3)CC2)c1
→ 0	2	-4	5	-2	-12	3	-1.4
> CCCc1ccc(-c2c(C)sc(NC(=O)c3ccnn3C)c2C#N)cc1
→ 22	-1	0	-21	2	2	6	100*
> COc1cccc(NC(=O)N2CCCC2C(=O)Nc2ccc3c(c2)OCCO3)c1 (stereo unspecified)
→ 0	2	4	35	1	-3	-3	1.2
> COCCCn1c(=O)c2ccccc2c2ccccc2c1=O
→ -2	9	-16	14	0	4	-2	0.0
> Cc1c(C(=O)N2CCCC2)oc2c1-c1nn(CC(=O)NCCCN3CCCCC3C)cc1CC2 (stereo unspecified)
→ 6	8	9	-72	-3	17	-4	-1.4
> CC12CCC(=O)N1C(C(=O)NCc1ccccc1Cl)CS2 (stereo unspecified)
→ -12	5	-4	5	3	2	4	-0.9
> COc1ccccc1N1CCN(C(=O)CSc2nnc3c4ccccc4n(CC(=O)O)c3n2)CC1
→ 6	-3	-8	6	-3	-14	1	0.8
> O=C(Cc1ccc([N+](=O)[O-])cc1)Nc1ccon1
→ -3	-5	-5	-1	-1	-4	6	-0.7
> O=C(CSc1nccc(-c2cccs2)n1)Nc1ccccc1
→ -7	1	-2	8	1	-1	1	0.7
> C=CCNC(=O)/C(C#N)=C/c1ccccc1OCc1ccc(C(=O)OC)cc1
→ 10	-5	7	-21	34*	6	-11	0.6
> O=C(CNc1ccc(Br)cc1)c1ccccc1
→ -4	32	71*	19	3	-8	7	2.6
> Cc1sc2ccccc2[n+]1CC(=O)O
→ 46	-6	11	4	1	-3	-4	1.2
> CNc1ccc(S(=O)(=O)NCC(=O)OCC(=O)Nc2cccc(Cl)c2Cl)cc1[N+](=O)[O-]
→ -1	-14	-13	13	-9	0	3	-0.1

# Limited to PfGluPho inh and NR3A LBD binder, for 3 of the compounds above:
Structure	PfGluPho inh	NR3A LBD binder
C=CCNC(=O)/C(C#N)=C/c1ccccc1OCc1ccc(C(=O)OC)cc1	10	34*
O=C(CNc1ccc(Br)cc1)c1ccccc1	-4	3
Cc1sc2ccccc2[n+]1CC(=O)O	46	1

# The list continues:
# Each structure is followed by: PfGluPho inh	SENP7 inh	SENP6 block	SENP8 inh	NR3A LBD binder	HKDC1 inhibitor	ATG4B inhibitor	MPTP block
> COc1cccc(CN2CCN(Cc3ccc(O)cc3)CC2CCO)c1 (stereo unspecified)
→ -5	-1	10	-3	2	-12	7	-2.6
> CCCCCCn1cc(C(=O)O)c(=O)c2cc(F)c(N3CCN(C)CC3)cc21
→ 14	-7	9	-165	-1	-3	0	1.9
> O=C(CSc1nnc(-c2ccccc2)n1-c1ccccc1)N1c2ccccc2Sc2ccccc21
→ 0	3	-16	12	-2	-9	-5	2.4
> CN1CCN(c2nc3c(c(=O)[nH]c(=O)n3C)n2Cc2ccc([N+](=O)[O-])cc2)CC1
→ -8	2	3	6	-1	-4	0	0.0
> COc1cc2c(cc1OC)C(COc1ccccc1OC)N(C(=O)c1ccco1)CC2 (stereo unspecified)
→ 5	5	16	6	-3	-1	8	2.2
> COC(=O)c1ccc(Sc2nnnn2-c2ccccc2)c([N+](=O)[O-])c1
→ -5	-2	10	25	0	15	7	0.0
> COCCCNC(=O)CNC(=S)N(Cc1ccccc1)Cc1cccnc1
→ -3	-3	-4	7	-2	-4	-6	-1.2
> COc1ccccc1C(=O)Nc1c(C)n(C)n(-c2ccccc2)c1=O
→ -13	7	6	7	-1	10	-1	28
> CCCCCC(/C=N/Nc1ccc(S(=O)(=O)N2CCOCC2)cc1[N+](=O)[O-])=C\c1ccccc1
→ 5	8	-17	34	-4	-6	-10	3.3
> CC1(NC(=S)N(CCO)CCO)CCS(=O)(=O)C1 (stereo unspecified)
→ 30	-8	-11	14	1	-5	1	5.0

# Marked active in SENP6 block, of those listed so far:
# Each structure is followed by: PfGluPho inh	SENP7 inh	SENP6 block	SENP8 inh	NR3A LBD binder	HKDC1 inhibitor	ATG4B inhibitor	MPTP block
> O=C(CNc1ccc(Br)cc1)c1ccccc1
→ -4	32	71*	19	3	-8	7	2.6

# Later entries.
# Each structure is followed by: PfGluPho inh	SENP7 inh	SENP6 block	SENP8 inh	NR3A LBD binder	HKDC1 inhibitor	ATG4B inhibitor	MPTP block
> Cc1cc(=O)cc(C)n1-c1ccc2c(c1)nc(C)n2-c1ccccc1
→ -13	13	-18	24	2	0	-3	1.2
> C/C(=N/NC(=O)c1ccc(Cl)s1)c1cccnc1
→ 13	5	2	5	-1	-2	-6	-0.8
> Oc1[nH]c(N=C2N=c3ccccc3=N2)c2ccccc12
→ -1	/	/	16	9	-8	-5	-0.4
> Cn1c(-c2ccsc2)c(-c2cccs2)c2cc(-c3ccc4[nH]ccc4c3)ccc21
→ 8	-5	-4	-490	10	3	0	0.5
> COc1ccc(S(=O)(=O)N(CCc2ccccc2)CC(=O)NC(C)C)cc1
→ -13	1	17	9	-1	-5	1	2.0
> CCOC(=O)CNC(=O)CSc1nc2cccnc2n1C
→ -14	-11	-22	14	2	-1	-3	-3.9
> O=C(CN1CCN(c2ccccc2F)CC1)N1CCc2ccccc21
→ 2	-4	14	-4	1	-6	0	0.1
> COCCn1nc2cc(C(=O)NCC34CC5CC(CC(C5)C3)C4)ccc2c1OC
→ -8	6	1	-500	-3	0	9	0.4
> COc1cc(/C=N/NC(=O)CCN2CCN(C)CC2)cc2c1OCO2
→ -3	0	-3	-14	11*	-6	-2	0.7
> CCOc1ccc(S(=O)(=O)NCCC(=O)OCC(=O)c2ccc(NC(C)=O)cc2)cc1
→ 10	-7	-3	-6	0	0	-6	0.1
> CCN(CC)CCN1C(=O)C(=O)/C(=C(/O)c2ccncc2)C1c1ccccc1 (stereo unspecified)
→ 1	14	-19	16	1	-6	-8	-3.6
> CCCCN1C2=NCCCN2c2cc(C)c(C)cc21
→ -8	5	6	11	-7	-5	2	0.6
> CC(C)(C)n1cnc2cc(NC(=O)c3ccccc3)ccc21
→ 1	0	-4	5	0	-6	-6	-3.0
> CCNC(=O)NC(=O)C(C)Sc1nnc(COc2ccccc2Cl)o1 (stereo unspecified)
→ -36	-8	-37	12	-1	-7	-4	-5.6
> Cc1cc2n(n1)C(c1sccc1C)Nc1ccccc1-2 (stereo unspecified)
→ -3	-1	-16	-83	-1	5	-4	0.1
> CC1CN(C(=O)c2ccc([N+](=O)[O-])s2)CC(C)O1 (stereo unspecified)
→ 0	-5	7	26	0	-5	-4	-0.5
> CCCS(=O)(=O)N1CCN(C2CCC(C)CC2)CC1 (stereo unspecified)
→ -9	4	-12	-2	0	10	-1	-2.1
> CN(C)C(=O)CSc1nnc(-c2ccco2)n1-c1ccccc1
→ -5	/	/	6	1	4	12	0.6
> CS(=O)(=O)N(CC(=O)NCCSCc1cccc(Cl)c1)c1ccc2c(c1)OCO2
→ -10	1	3	13	7	-4	12	-1.0
> CC(OC(=O)c1ccc2c(c1)OCCO2)C(=O)c1ccccc1 (stereo unspecified)
→ -7	13	12	23	1	2	2	-0.5
> CN(C)C(=O)C(=O)c1cccn1-c1ccccc1C#N
→ 8	7	-11	29	1	1	-5	-0.3
> Cc1noc(C)c1S(=O)(=O)N(CC(=O)NC(C)c1ccccc1)c1ccc(C(C)C)cc1 (stereo unspecified)
→ -4	1	-5	8	-1	-4	12	-0.1
> Cc1nc(N2CCN(C)CC2)c2c(C)c(C(=O)Nc3ccc(F)cc3)sc2n1
→ 4	6	-10	18	0	-3	-15	-0.2
> COc1cc(C=C2C(=O)c3ccccc3C2=O)ccc1O
→ -12	94*	-10	18	0	-1	-1	4.6
> Cc1nnc(SCc2ccccc2)n(N)c1=O
→ 1	4	5	15	3	14	6	0.6
> CC1(OC(=O)C2CCCC2)C(=O)C=C2C=C(c3ccsc3)OC=C2C1=O (stereo unspecified)
→ 30	1	5	-114	-15	18	22	6.8
> Cc1cc(=O)[nH]c(SCC2(O)C3CC4CC(C3)CC2C4)n1 (stereo unspecified)
→ -1	-2	-12	5	0	-3	-10	-0.1
> CCOC(=O)C1CCCN(C(=O)c2cc(Nc3ccc(OC)c(OC)c3)nc3ccccc23)C1 (stereo unspecified)
→ 23	-1	-3	10	-1	4	-3	-0.8
> O=C(NNc1ncnc2c1cnn2-c1ccc(F)cc1)c1ccco1
→ 9	-1	-12	-4	4	-4	-3	0.0
> O=C(CN1CCOCC1)NCc1ccc(F)cc1
→ 1	-9	11	5	3	-1	-6	-0.1
> Cc1ccccc1Nc1c(-c2ccncc2)nc2ccc(Cl)cn12
→ 0	5	-14	-488	0	1	0	1.8
> CCOc1ccc(CN2CCNC(=O)C2CC(=O)NCC2CCOCC2)cc1 (stereo unspecified)
→ 9	-2	-7	-38	-1	-6	-1	-0.7
> CC1CN(C(=O)COC(=O)CSc2ccc(C(N)=O)cc2[N+](=O)[O-])CC(C)O1 (stereo unspecified)
→ 1	7	-12	13	-1	-2	2	-1.8
> COc1ccccc1C(=O)C1CCCN(Cc2ccc3c(c2)OCCO3)C1 (stereo unspecified)
→ 38	11	-7	3	-3	-6	7	0.6
> c1ccc(C[C@H]2CN=C(Nc3ccccc3)N2CCCC2CCCC2)cc1
→ 7	1	-16	22	-2	3	0	3.0
> Cc1cccc(N=C(NO)c2nonc2N)c1
→ -2	-1	11	5	-1	-8	-1	-1.3
> O=C1C(C=NCCCn2ccnc2)=C(O)c2ccccc21
→ 2	-10	-16	6	-2	0	-6	-1.4
> O=C(Cc1ccccc1)c1ccc(N2CCOCC2)cc1
→ -19	/	/	-71	-3	5	-7	-0.1
> COc1ccc(OC)c(/C=C2\SC(=S)N(NS(=O)(=O)c3ccc(C)cc3)C2=O)c1
→ -27	0	6	25	-13	10	32	5.2
> CCCn1c(SCC(=O)c2ccc3c(c2)OCCO3)n[nH]c1=O
→ 2	3	-14	-4	-1	-17	-9	-2.6
> O=C1C=C(NCc2ccc3c(c2)OCO3)CC(c2ccccc2)C1 (stereo unspecified)
→ 8	-3	-11	/	-3	-12	-7	/
> COc1cc(NC(=S)NCc2ccco2)cc(OC)c1
→ 8	-5	-12	16	-1	-3	-12	-2.3
> CC(C)(C)OC(=O)N1CCN(C(=O)c2ncn(Cc3ccccc3)c2C(=O)N2CCN(C(=O)OC(C)(C)C)CC2)CC1
→ 1	-1	4	10	2	0	-14	-0.3
> COc1cc(OC)c2c(C)cc(=O)oc2c1C(CCN1CCN(c2ccccc2)CC1)c1ccc2c(c1)OCO2 (stereo unspecified)
→ -6	-4	-3	-162	5	0	-8	4.3
> Cc1cccc(C)c1OCC(=O)NNC(=O)CCNC(=O)c1ccco1
→ -5	-4	-4	5	0	-6	-3	-1.2
> O=C(NCCc1ccccc1)c1ccc2c(c1)OCO2
→ -12	57*	57*	16	1	2	-3	-1.7
> CCC(=O)NC(Nc1cccc(C)n1)(C(F)(F)F)C(F)(F)F
→ 11	-3	2	21	-2	-5	7	-0.7
> CC1CCCC(CC(=O)O)(CC(=O)O)C1 (stereo unspecified)
→ -10	3	-2	15	0	-3	2	1.0
> COC(=O)c1ccc(CN(c2ccccn2)S(=O)(=O)c2ccccc2)cc1
→ -11	/	/	-265	1	-2	-7	3.1
